S1P4 antagonist = antagonists of human S1P4 receptor | O95977 | S1P4-expressing cells, antagonist mode, reporter read-out | inhibition, % at 4.98 µM | 0.26% of 220,000 active | AID 1510; in the data active means inhibition above about 29%;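 further: 0% = wells stimulated with agonist and 100% = vehicle wells without agonist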
Ba/F3 V617F tox = reduce viability of Ba/F3 cells dependent on JAK2V617F. AID 1446. inhibition, % at 5.6 µM. Ba/F3 EpoR-JAK2V617F viability, ATP luminescence. 1.1% of 220,000 active;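 active means inhibition above the campaign mean plus 3 SD over all tested compounds, cut at about 24% in these data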;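 further: cytokine-independent growth of Ba/F3 cells driven by EpoR plus mutant JAK2; 0% = DMSO-treated cells and 100% = JAK inhibitor I control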
NPY-Y1 PAM-ag = human NPY-Y1 potentiation or agonism, primary screen; activation, % at 3.6 µM; NPY-Y1 expressing cells, potentiator/agonist activation; P25929; 0.37% of 220,000 active; in the data active means activation above about 33%, passing the limit was not always enough;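 further: cells stimulated with NPY at EC10 then isoproterenol at EC100; 0% = low agonist plus stimulus and 100% = saturating agonist plus stimulus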
RBBP9 inhibitor = human RBBP9 hydrolase inhibition; O75884; recombinant RBBP9, FP-Rh probe fluorescence polarization; 0.2% of 220,000 active; inhibition, % at 7.94 µM;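 active means inhibition above the campaign mean of all tested compounds plus 3 SD, cut at about 14% in these data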;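 further: plate controls were DMSO wells with RBBP9 for no effect and wells lacking RBBP9 protein for full effect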
Target sequence (O75884 whole entry, looked up): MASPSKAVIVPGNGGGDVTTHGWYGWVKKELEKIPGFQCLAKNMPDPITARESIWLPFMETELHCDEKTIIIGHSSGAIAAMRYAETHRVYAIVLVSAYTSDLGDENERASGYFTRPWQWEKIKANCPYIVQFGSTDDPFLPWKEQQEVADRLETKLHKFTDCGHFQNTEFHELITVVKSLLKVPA
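Measured by – fluorescence polarization · Test system – RBBP9 protein · Input – 2.5 µM RBBP9 dispensing solution, before mixing · Measure – percent inhibition from mP, scaled between DMSO and no-protein wells · Benchmarks – DMSO-treated enzyme wells and wells lacking RBBP9 · Times – preincubation 30 min plus labeling 45 min at 25 °C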
NPY Y1 blocker = NPY-Y1 (human) receptor antagonism | P25929 | HEK293-CNG Y1 cells, membrane potential fluorescence; NPY at EC95, then isoproterenol | inhibition, % at 3.6 µM | 1% of 200,000 active | AID 1040;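 active means inhibition above the campaign mean inhibition of all tested compounds plus 3 SD, cut at about 20% in these data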;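 further: 0% = DMSO wells given NPY plus isoproterenol and 100% = isoproterenol alone without NPY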
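Material: Y1- and CNG-channel-expressing HEK293 cells / Probe or stimulus: NPY 25 nM then isoproterenol 1 µM plus Ro 20-1724 25 µM / Doses: 3.6 µM single dose, DMSO 0.4% / Schedule: compound incubation 1 h at room temperature, readout 45 min post-stimulation / Signal: membrane potential fluorescence / Benchmarks: isoproterenol-only wells as full block versus NPY-plus-isoproterenol wells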
NPY2 pot ag = potentiators or agonists of human neuropeptide Y receptor Y2; cells expressing NPY-Y2, potentiator/agonist read-out; activation, % at 3.6 µM; 0.45% of 220,000 active; AID 1359; in the data active means activation above about 27%;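 further: cells stimulated with NPY near EC25 plus isoproterenol at EC100; 0% = vehicle plus submaximal agonist and 100% = vehicle plus saturating agonist; some results beyond the cut were filed as inactive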
BaF3 tox = reduces parental Ba/F3 cell viability, JAK2V617F counter-screen; AID 1486; 1.1% of 220,000 active; inhibition, % at 5.6 µM; CellTiter-Glo ATP luminescence;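 active means inhibition above a per-campaign cutoff, the mean inhibition of all tested compounds plus 3 SD, cut at about 27% in these data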;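 further: 0% = DMSO wells and 100% = JAK Inhibitor I control wells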
S1P4 agonist = human S1P4 receptor agonism; 0.35% of 220,000 active; activation, % at 4.98 µM; O95977; S1P4-expressing cell line, agonist reporter assay; in the data active means activation above about 11%;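 further: 0% = DMSO vehicle and 100% = reference agonist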
Runt-CBFb FRET = inhibitors of human RUNX1 Runt domain binding to CBFb; inhibition, % at 20 µM; Cerulean-Runt/Venus-CBFb FRET ratio 530/480, 1 h; AID 1496; 0.46% of 220,000 active;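 active means inhibition over about 50% at 20 µM in the single-dose screen, limit read from the data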;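 further: 0% = DMSO wells and 100% = excess unlabeled CBFb competitor control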
Target sequence (Q01196 whole entry, looked up, the tested form may be a part): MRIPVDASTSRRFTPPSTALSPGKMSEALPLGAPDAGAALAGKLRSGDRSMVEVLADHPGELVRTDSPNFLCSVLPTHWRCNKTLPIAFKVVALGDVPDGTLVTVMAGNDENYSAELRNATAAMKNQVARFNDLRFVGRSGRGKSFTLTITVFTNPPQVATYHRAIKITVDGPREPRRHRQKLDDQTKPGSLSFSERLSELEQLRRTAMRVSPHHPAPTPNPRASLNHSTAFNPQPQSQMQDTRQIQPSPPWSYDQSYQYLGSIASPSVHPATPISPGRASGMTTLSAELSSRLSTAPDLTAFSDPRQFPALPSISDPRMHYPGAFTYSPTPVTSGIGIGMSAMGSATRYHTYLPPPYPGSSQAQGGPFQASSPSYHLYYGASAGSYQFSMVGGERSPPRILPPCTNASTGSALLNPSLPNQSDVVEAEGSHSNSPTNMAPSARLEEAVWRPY
Target sequence (Q13951 whole entry, looked up, the tested form may be a part): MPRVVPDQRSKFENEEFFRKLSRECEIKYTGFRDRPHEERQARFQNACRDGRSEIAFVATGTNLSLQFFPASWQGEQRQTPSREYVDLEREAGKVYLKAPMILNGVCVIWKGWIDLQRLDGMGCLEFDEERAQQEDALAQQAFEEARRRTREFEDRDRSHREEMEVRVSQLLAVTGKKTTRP
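System: Cerulean-labeled Runt domain protein | Quantity: 100 nM of each labeled protein | Schedule: 1 h compound exposure, room temperature | Detection: Fluorescence energy transfer, 422 nm excitation, 530/480 nm emission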
Active calls of the source: *.

Results for CC#CC[N+](C)(C)CC(=O)c1ccccc1 ?
S1P4 antagonist: -11; Ba/F3 V617F tox: 0; NPY-Y1 PAM-ag: 11; RBBP9 inhibitor: -11; NPY2 pot ag: -4; BaF3 tox: 0; S1P4 agonist: 2.1; Runt-CBFb FRET: 1

How did O=C(COC(=O)c1cc(-c2ccccn2)nc2ccccc12)Nc1ncc(C(F)(F)F)cc1Cl do in these assays?
S1P4 antagonist: -13; Ba/F3 V617F tox: -6; NPY-Y1 PAM-ag: -3; RBBP9 inhibitor: 6; NPY2 pot ag: -1; BaF3 tox: 0; S1P4 agonist: -0.6; Runt-CBFb FRET: 4

Results for CCOc1ccccc1N1CC(C(=O)Nc2ccccc2N2CCOCC2)CC1=O (configuration not stated) ?
S1P4 antagonist: -2; Ba/F3 V617F tox: -1; NPY-Y1 PAM-ag: 12; RBBP9 inhibitor: 0; NPY Y1 blocker: 0; NPY2 pot ag: 14; BaF3 tox: -1; S1P4 agonist: -0.4; Runt-CBFb FRET: -3

Results for O=C(O)CSCCC(=O)Nc1ccc(F)cc1 ?
S1P4 antagonist: -9; Ba/F3 V617F tox: 0; NPY-Y1 PAM-ag: -29; RBBP9 inhibitor: -7; NPY Y1 blocker: -1; NPY2 pot ag: 11; BaF3 tox: 2; S1P4 agonist: 2.6; Runt-CBFb FRET: -1

What do the screens show for `FC(F)(F)c1ccc(-c2nc(=S)[nH][nH]2)cc1`?
S1P4 antagonist: -18; Ba/F3 V617F tox: 2; NPY-Y1 PAM-ag: -6; RBBP9 inhibitor: -6; NPY2 pot ag: -11; BaF3 tox: 0; S1P4 agonist: 0.5; Runt-CBFb FRET: 40

How did O=C(c1ccco1)N1CCCN(Cc2nc(-c3ccc4c(c3)OCO4)no2)CC1 do in these assays?
S1P4 antagonist: -5; Ba/F3 V617F tox: 1; NPY-Y1 PAM-ag: -2; RBBP9 inhibitor: -1; NPY Y1 blocker: -2; NPY2 pot ag: -3; BaF3 tox: 7; S1P4 agonist: 1.3; Runt-CBFb FRET: 3

Results for O=C(O)CC1(CC(=O)Nc2ccc3ccccc3c2)CCCCC1 ?
S1P4 antagonist: -6; Ba/F3 V617F tox: -3; NPY-Y1 PAM-ag: 10; RBBP9 inhibitor: 0; NPY Y1 blocker: 4; NPY2 pot ag: -16; BaF3 tox: 5; S1P4 agonist: -0.1; Runt-CBFb FRET: 2

Results for Cc1cc(C)c(S(=O)(=O)Nc2cccc(S(=O)(=O)NC3=NCCC3)c2)c(C)c1 ?
S1P4 antagonist: -16; Ba/F3 V617F tox: 1; NPY-Y1 PAM-ag: -13; RBBP9 inhibitor: -7; NPY Y1 blocker: -4; NPY2 pot ag: 7; BaF3 tox: 5; S1P4 agonist: 0.2; Runt-CBFb FRET: -1

Results for Cc1cccc(OCC(=O)N/N=C/c2ccccc2C(=O)O)c1 ?
S1P4 antagonist: -4; Ba/F3 V617F tox: 4; NPY-Y1 PAM-ag: -2; RBBP9 inhibitor: 4; NPY Y1 blocker: 8; NPY2 pot ag: -10; BaF3 tox: 5; S1P4 agonist: -2.9; Runt-CBFb FRET: 1

What do the screens show for `COC(=O)c1sc2ccccc2c1C(=O)OC`?
S1P4 antagonist: -1; Ba/F3 V617F tox: -3; NPY-Y1 PAM-ag: -5; RBBP9 inhibitor: -8; NPY Y1 blocker: 3; NPY2 pot ag: 6; BaF3 tox: 1; S1P4 agonist: 1.1

Of the compounds above, 2 have four or more nitrogen atoms.
How did O=C(COC(=O)c1cc(-c2ccccn2)nc2ccccc12)Nc1ncc(C(F)(F)F)cc1Cl do in these assays?
S1P4 antagonist: -13; Ba/F3 V617F tox: -6; NPY-Y1 PAM-ag: -3; RBBP9 inhibitor: 6; NPY2 pot ag: -1; BaF3 tox: 0; S1P4 agonist: -0.6; Runt-CBFb FRET: 4

How did O=C(c1ccco1)N1CCCN(Cc2nc(-c3ccc4c(c3)OCO4)no2)CC1 do in these assays?
S1P4 antagonist: -5; Ba/F3 V617F tox: 1; NPY-Y1 PAM-ag: -2; RBBP9 inhibitor: -1; NPY Y1 blocker: -2; NPY2 pot ag: -3; BaF3 tox: 7; S1P4 agonist: 1.3; Runt-CBFb FRET: 3

(more compounds)
How did Cn1c(SCc2nc3ccccc3s2)nnc1-c1ccc2c(c1)OCO2 do in these assays?
S1P4 antagonist: -7; Ba/F3 V617F tox: -5; NPY-Y1 PAM-ag: -1; RBBP9 inhibitor: 3; NPY Y1 blocker: 9; NPY2 pot ag: -3; BaF3 tox: 0; S1P4 agonist: 1.4; Runt-CBFb FRET: -2

What do the screens show for `COc1ccc(Cc2noc(CN3CCN(Cc4cccc(Cl)c4)CC3)n2)cc1OC`?
S1P4 antagonist: -11; Ba/F3 V617F tox: 1; NPY-Y1 PAM-ag: -12; RBBP9 inhibitor: 0; NPY Y1 blocker: 10; NPY2 pot ag: -9; BaF3 tox: 10; S1P4 agonist: 0.2; Runt-CBFb FRET: -2

Results for CCCCOc1ccccc1NC(=O)c1ccco1 ?
S1P4 antagonist: -16; Ba/F3 V617F tox: -5; NPY-Y1 PAM-ag: -21; RBBP9 inhibitor: 5; NPY Y1 blocker: 12; NPY2 pot ag: -6; BaF3 tox: 1; S1P4 agonist: -3.7; Runt-CBFb FRET: 0

Results for CCC(NC(C)C)C(O)c1ccc(O)c(O)c1 (configuration not stated) ?
S1P4 antagonist: -9; Ba/F3 V617F tox: -3; NPY-Y1 PAM-ag: 61; RBBP9 inhibitor: 3; NPY Y1 blocker: -4; NPY2 pot ag: 65*; BaF3 tox: 0; S1P4 agonist: 0.3; Runt-CBFb FRET: 0

Results for CCN(CCNC(=O)C1CCN(S(C)(=O)=O)CC1)c1ccccc1 ?
S1P4 antagonist: -12; Ba/F3 V617F tox: -1; NPY-Y1 PAM-ag: 20; RBBP9 inhibitor: 8; NPY Y1 blocker: 0; NPY2 pot ag: 6; BaF3 tox: 6; S1P4 agonist: -0.3; Runt-CBFb FRET: -1

What do the screens show for `C/C(=N\O)C(C)(C)Nc1ccccc1F`?
S1P4 antagonist: -7; Ba/F3 V617F tox: -4; NPY-Y1 PAM-ag: 21; RBBP9 inhibitor: -6; NPY2 pot ag: 2; BaF3 tox: -1; S1P4 agonist: 0.3; Runt-CBFb FRET: -1

How did O=C1CN(C(=O)c2ccco2)C(c2ccc(F)cc2)c2cc(Cl)ccc2N1 (configuration not stated) do in these assays?
S1P4 antagonist: 7; Ba/F3 V617F tox: -4; NPY-Y1 PAM-ag: 12; RBBP9 inhibitor: -11; NPY Y1 blocker: 4; NPY2 pot ag: 12; BaF3 tox: 2; S1P4 agonist: -0.9

Results for Cc1ccc(S(=O)(=O)N2CCOCC2)cc1NC(=O)CN1CCC(Cc2ccccc2)CC1 ?
S1P4 antagonist: 14; Ba/F3 V617F tox: 2; NPY-Y1 PAM-ag: -9; RBBP9 inhibitor: 2; NPY Y1 blocker: 30*; NPY2 pot ag: -38; BaF3 tox: 3; S1P4 agonist: 0.8; Runt-CBFb FRET: -5

Results for Cc1nnc(N(C)C(=O)c2cnccn2)s1 ?
S1P4 antagonist: 5; Ba/F3 V617F tox: -2; NPY-Y1 PAM-ag: 8; RBBP9 inhibitor: 1; NPY Y1 blocker: -9; NPY2 pot ag: 2; BaF3 tox: 3; S1P4 agonist: -0.9; Runt-CBFb FRET: -1

Results for COc1cccc(C2C(C(=O)Nc3ccccc3)=C(C)N=c3s/c(=C/c4ccc(OCC(=O)O)cc4)c(=O)n32)c1 (configuration not stated) ?
S1P4 antagonist: -18; Ba/F3 V617F tox: 2; NPY-Y1 PAM-ag: -6; RBBP9 inhibitor: -9; NPY Y1 blocker: 1; NPY2 pot ag: -4; BaF3 tox: 8; S1P4 agonist: -0.1; Runt-CBFb FRET: -24

Results for CN(C)c1cc[n+](CC(=O)c2ccc(Br)cc2)cc1 ?
S1P4 antagonist: 2; Ba/F3 V617F tox: 51*; NPY-Y1 PAM-ag: -1; RBBP9 inhibitor: 0; NPY Y1 blocker: 0; NPY2 pot ag: 1; BaF3 tox: 56*; S1P4 agonist: 0.5; Runt-CBFb FRET: -2

Results for CC(C)(O)/C=C1/Oc2ccccc2C1N1CCCCC1 (configuration not stated) ?
S1P4 antagonist: -4; Ba/F3 V617F tox: -4; NPY-Y1 PAM-ag: 4; RBBP9 inhibitor: -2; NPY Y1 blocker: 5; NPY2 pot ag: 13; BaF3 tox: 4; S1P4 agonist: -0.7; Runt-CBFb FRET: -2

How did O=C(CNC(=O)c1ccco1)OCC(=O)c1ccc(Cl)cc1 do in these assays?
S1P4 antagonist: -17; Ba/F3 V617F tox: 1; NPY-Y1 PAM-ag: -13; RBBP9 inhibitor: -1; NPY Y1 blocker: -1; NPY2 pot ag: 1; BaF3 tox: 1; S1P4 agonist: 8.0; Runt-CBFb FRET: 1

Results for O=C(CCn1cnc2ccccc2c1=O)Nc1cccc(Cl)c1 ?
S1P4 antagonist: -4; Ba/F3 V617F tox: -4; NPY-Y1 PAM-ag: -4; RBBP9 inhibitor: 3; NPY Y1 blocker: 2; NPY2 pot ag: -5; BaF3 tox: 3; S1P4 agonist: -2.0; Runt-CBFb FRET: 1

How did Cc1cc(F)ccc1S(=O)(=O)Nc1c(C)n(C)n(-c2ccccc2)c1=O do in these assays?
S1P4 antagonist: -1; Ba/F3 V617F tox: -1; NPY-Y1 PAM-ag: 12; RBBP9 inhibitor: -9; NPY Y1 blocker: 0; NPY2 pot ag: 15; BaF3 tox: 10; S1P4 agonist: -1.0; Runt-CBFb FRET: 0

What do the screens show for `N#CCCCCn1c(-c2cncs2)nc2ccccc21`?
S1P4 antagonist: 6; Ba/F3 V617F tox: -1; NPY-Y1 PAM-ag: 0; RBBP9 inhibitor: -3; NPY Y1 blocker: 0; NPY2 pot ag: -14; BaF3 tox: 1; S1P4 agonist: -2.0; Runt-CBFb FRET: 1

Results for COC(=O)COc1ccc(S(=O)(=O)N2CCCCC2)cc1[N+](=O)[O-] ?
S1P4 antagonist: -3; Ba/F3 V617F tox: 1; NPY-Y1 PAM-ag: 33; RBBP9 inhibitor: -2; NPY Y1 blocker: -6; NPY2 pot ag: 18; BaF3 tox: 5; S1P4 agonist: 0.3; Runt-CBFb FRET: 0

How did Cn1cnnc1SCC(=O)Nc1ccc(Cl)c(S(=O)(=O)N2CCOCC2)c1 do in these assays?
S1P4 antagonist: -28; Ba/F3 V617F tox: -2; NPY-Y1 PAM-ag: -17; RBBP9 inhibitor: 6; NPY Y1 blocker: 11; NPY2 pot ag: 9; BaF3 tox: -3; S1P4 agonist: 0.4; Runt-CBFb FRET: 0

Results for O=C1C=C(NNC(=O)c2ccccc2Br)CCC1 ?
S1P4 antagonist: -9; Ba/F3 V617F tox: 1; NPY-Y1 PAM-ag: -4; RBBP9 inhibitor: -6; NPY Y1 blocker: 3; NPY2 pot ag: -1; BaF3 tox: 3; S1P4 agonist: 0.5; Runt-CBFb FRET: -12
